STAT3 inh: reduces IL-6 driven STAT3 reporter signal | U3A cells, IL-6 STAT3-luciferase reporter, luminescence; host cell line lacks STAT1 | inhibition, % at 5.5 µM | 190,000 tested, 0.89% active | AID 862;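 active = inhibition above the mean inhibition across all screened compounds plus 3 SD, cut at about 44% in these data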;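 note: 0% = DMSO only wells and 100% = 100 µM nifuroxazide control wells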
Hsp70 activator: switches on Hsp70 transcription. HeLa Hsp70 promoter luciferase reporter, luminescence; scaled: vehicle 0, proteasome-inhibitor control 100%. activation, % at 10 µM. 200,000 tested, 0.04% active;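 active = activation above the mean across all tested compounds plus 3 SD, cutoff set per campaign, cut at about 5.5% in these data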;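 note: 100% = MG132 at 30 µM as the positive control and 0% = DMSO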
APP 5'UTR act: activates APP 5'UTR luciferase reporter | 190,000 tested, 1% active | activation, % at 2 µM | AID 1276 | SH-SY5Y APP 5'UTR luciferase reporter, luminescence; zero percent = DMSO vehicle wells;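 active = activation above a set limit, based on mean plus 3 SD of controls, cut at about 140% in these data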; note: values of inactives mirror those of a sister screen read the other way
STAT3 act: activators of IL-6 induced STAT3 signaling; activation (% of control), % at 5.6 µM; U3A cells, IL-6 STAT3-luciferase reporter, luminescence; 100% = signal with IL-6 EC80 alone; 190,000 tested, 0.91% active;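 active = activation above the screen-wide mean of compound activation plus 3 SD, cut at about 130% in these data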;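 note: 0% = background luminescence of wells with medium and substrate only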
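Material: STAT1-lacking human U3A cells, STAT3 luciferase reporter | Benchmarks: IL-6-only wells as 100% reference | Probe or stimulus: IL-6 (33 ng/mL) | Timing: Compound 1 h, then IL-6 6 h at 37 °C | Detection: Luminescence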
NF-kB neuron act: raises NF-kB expression in human neuronal cells; fold change at 12.5 µM; 190,000 tested, 1.6% active; NF-kB reporter expression; active compounds read high; AID 1239; in the data active = fold change above about 3.3
FLuc inhib CS: counter-screen for luciferase assay inhibitors: firefly luciferase inhibition. inhibition, % at 10 µM. ATPLite firefly luciferase biochemical luminescence, 10 min. P08659. AID 1006. 200,000 tested, 1.5% active;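 active = inhibition above about 50% when tested at 10 µM, limit read from the data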
Target sequence (P08659 whole entry, looked up): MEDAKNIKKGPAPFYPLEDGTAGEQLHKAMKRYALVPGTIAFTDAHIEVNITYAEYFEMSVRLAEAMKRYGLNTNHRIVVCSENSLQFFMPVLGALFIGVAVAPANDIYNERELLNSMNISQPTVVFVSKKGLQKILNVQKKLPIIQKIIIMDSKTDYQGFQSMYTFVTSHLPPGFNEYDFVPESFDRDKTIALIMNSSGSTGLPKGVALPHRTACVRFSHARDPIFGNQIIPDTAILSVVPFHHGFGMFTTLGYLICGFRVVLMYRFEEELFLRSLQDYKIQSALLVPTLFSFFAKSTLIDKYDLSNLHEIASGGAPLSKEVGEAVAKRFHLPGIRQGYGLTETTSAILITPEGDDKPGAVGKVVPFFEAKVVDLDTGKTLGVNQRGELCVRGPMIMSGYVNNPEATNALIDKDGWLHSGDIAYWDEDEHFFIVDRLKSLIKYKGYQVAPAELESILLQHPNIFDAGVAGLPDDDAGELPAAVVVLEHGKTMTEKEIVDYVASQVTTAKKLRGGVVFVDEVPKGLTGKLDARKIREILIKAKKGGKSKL
STAT1 inh: inhibitors of IFN-gamma induced STAT1 signaling. inhibition, % at 5.5 µM. NIH 3T3 STAT1-luciferase reporter, luminescence. 200,000 tested, 0.35% active. AID 920;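 active = inhibition above a set limit, the mean inhibition across all tested compounds plus 3 SD, cut at about 34% in these data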;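 note: 0% = IFN-gamma with DMSO and 100% = IFN-gamma with 300 µM nifuroxazide; values of inactives mirror those of a sister screen read the other way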
APP transl inh: APP translation inhibition. inhibition, % at 2 µM. 190,000 tested, 0.82% active. SH-SY5Y APP 5'UTR-luciferase reporter, luminescence;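 active = inhibition above a set limit, derived from the sample mean plus 3 SD, cut at about 45% in these data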; note: values of inactives mirror those of a sister screen read the other way
RAM network inh: yeast RAM network inhibition; S. cerevisiae dse1pr::URA3 reporter, 5-FOA growth OD615, 2 d; analog-sensitive cbk1-as2 kinase mutant strain; inhibition, % at 50 µM; 190,000 tested, 1.8% active; AID 868;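 active = inhibition above a set limit, 3 SD over mean compound inhibition, cut at about 8.4% in these data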;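 note: 0% = DMSO-only wells with no growth and 100% = 10 µM 1-NA-PP1 full growth; inhibition rescues growth on 5-FOA so higher OD means more RAM inhibition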
STAT1 activator: STAT1 signaling activation; NIH 3T3 STAT1-luciferase reporter, IFN-gamma, luminescence; 100% = IFN-gamma alone, no compound; activation (% of control), % at 5.5 µM; 200,000 tested, 2.6% active;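 active = activation above the screen-wide mean activation plus 3 SD, cut at about 130% in these data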;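 note: raw ratio to IFN-gamma control signal so 100% means no change and 0% no light; values of inactives mirror those of a sister screen read the other way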
* marks the source's active call; other numbers are inactive results; / = not tested or not shown.

mol,STAT3 inh,Hsp70 activator,APP 5'UTR act,STAT3 act,NF-kB neuron act,FLuc inhib CS,STAT1 inh,APP transl inh,RAM network inh,STAT1 activator
Nc1ccccc1-c1n[nH]c(=S)s1,-1,-0.2,4,103,0.99,4,-2,-4,-0.2,102
Cc1ccc(-c2cc(C(=O)Nc3cc(C(=O)O)ccc3C)c3ccccc3n2)cc1,2,-0.3,10,102,1.5,20,-5,-10,1.9,103
Cn1nc(CC(=O)Nc2ccc3c(c2)OCCO3)c2ccccc2c1=O,83*,-0.2,-5,34,0.6,-4,26,5,3.2,76
N=C1CCCN1CC(=O)c1cccs1,7,0.0,-4,101,0.91,-2,5,4,0.1,96
CS(=O)(=O)N(CC(=O)N1CCC(C(N)=O)CC1)c1ccc(Cl)c(C(F)(F)F)c1,2,-0.2,/,99,1,-4,-4,/,2.0,103
CCc1cc(SC#N)ccc1N,0,-0.1,-12,102,1.6,-3,2,12,0.1,98
CC(C)NC(=S)NN=C1CCCCCCCCCCC1,-1,-0.1,11,102,1,-7,5,-11,0.1,95
CCOC(=O)/C=C1\SCC(=O)N1CC(=O)N1CCOCC1,-2,-0.2,7,104,1.1,-7,1,-7,0.9,98
Cc1cc(/C=N/NC(=O)c2c(Br)cnn2C)c(C)n1-c1cccc(Br)c1,15,-0.5,-19,90,1.2,-1,-16,19,0.9,114
CCN(CC)C(=O)c1oc2ccc(S(=O)(=O)N3CCCCCC3)cc2c1C,30,-0.4,-2,78,1.1,-2,13,2,1.7,88
CCCc1cc(-c2n[nH]c(C(=O)OCC)c2-c2cscn2)c(O)cc1O,16,-0.2,15,90,0.61,-3,2,-15,-0.1,98
COc1cccc(OCCOc2cccc(/C=N/n3cnnc3)c2)c1,7,0.2,91,97,0.72,-4,-16,-91,-1.4,115
C/C(=N\NS(=O)(=O)c1cccc([N+](=O)[O-])c1)c1cc2ccccc2o1,-5,-0.3,3,111,1.1,-8,0,-3,0.4,100
O=C(O)CCN(Cc1ccccc1)S(=O)(=O)c1c(Cl)cccc1Cl,-9,-0.2,3,108,1.4,-1,-7,-3,0.0,106
C#CC(C)(CC)NC(=O)Cn1nnc(-c2ccc(S(C)(=O)=O)cc2)n1 (configuration not stated),11,1.4,-12,95,1.1,-7,8,12,0.5,92
CC(Nc1cc(=O)n(C)c(=O)n1C)c1ccccc1 (configuration not stated),9,0.0,8,96,1.1,-4,-12,-8,2.5,113
COc1ccc(-n2nc3c(N)n[nH]c3cc2=O)cc1,18,-0.1,11,89,0.87,-8,-4,-12,2.8,103
CCOC(=O)c1c(C)n(C)c2cc(-c3ccc(F)cc3)c(O)cc12,8,-0.2,0,92,1.1,-2,-4,0,2.5,104
CCCc1cc(=O)[nH]c(SCC(=O)N2N=C(c3ccc(Cl)cc3)CC2c2ccco2)n1 (configuration not stated),8,0.2,5,91,1.4,0,-1,-5,2.6,101
S=c1nc(C2CCCCC2)[nH]c2ccccc12,2,-0.2,6,103,1.2,-8,1,-6,0.1,99

Additional records follow.
structure | STAT3 inh | Hsp70 activator | APP 5'UTR act | STAT3 act | NF-kB neuron act | FLuc inhib CS | STAT1 inh | APP transl inh | RAM network inh | STAT1 activator
CC1CCCCN1C(=O)CSc1nnc(-c2cccnc2)n1C1CCCCC1 (configuration not stated) | 4 | -0.2 | 8 | 100 | 0.93 | -6 | 7 | -8 | 0.7 | 94
COC(=O)c1ccc(OCCN2C3=NCCN3c3ccccc32)cc1 | 6 | 0.0 | -8 | 100 | 1.1 | -3 | -16 | 8 | 1.8 | 114
C=CCn1c(O)c(C2=c3ccccc3=NC2=O)s/c1=N/c1nccs1 | -18 | -0.1 | -11 | 119 | 1.1 | 1 | 9 | 11 | 1.4 | 92
CCOC(=O)C1CCN(C(=O)COc2ccc(Cl)cc2C)CC1 | 0 | -0.4 | 2 | 101 | 0.99 | 0 | -1 | -2 | -1.2 | 97
N#Cc1c(NC(=O)c2cc([N+](=O)[O-])ccc2N2CCOCC2)sc2c1CCCC2 | -4 | -0.4 | 23 | 101 | 1.4 | -1 | -4 | -23 | 5.7 | 106
Cc1cc(NC(=O)C(C)SCC(=O)O)no1 (configuration not stated) | -2 | -0.2 | -13 | 106 | 1.3 | -9 | -2 | 13 | 1.6 | 104
O=C(/C=C/Nc1ccccc1C(F)(F)F)c1ccco1 | 39 | -0.3 | 228* | 70 | 6.7* | 89* | 0 | -228 | -0.1 | 100
CN(C(=S)Nc1ccccc1)c1ccccc1 | 16 | -0.1 | -18 | 87 | 1.3 | -4 | -2 | 18 | 0.7 | 101

(continued)
structure | STAT3 inh | Hsp70 activator | APP 5'UTR act | STAT3 act | NF-kB neuron act | FLuc inhib CS | STAT1 inh | APP transl inh | RAM network inh | STAT1 activator
COc1ccccc1-c1c(C)nn2c(N3CCN(Cc4ccccc4)CC3)cc(C)nc12 | 20 | -0.4 | 3 | 87 | 0.84 | -2 | 2 | -3 | 0.7 | 98
Cc1cccc(-c2nc(CS(=O)CC(=O)NCCCSC3CCCCC3)c(C)o2)c1 (configuration not stated) | 5 | 0.0 | 19 | 98 | 0.79 | -2 | 8 | -19 | 1.6 | 93
CCn1c(=O)cc(SCC(=O)NCc2cccnc2)c2ccccc21 | 17 | 0.5 | 18 | 88 | 1.2 | -2 | -6 | -18 | 1.6 | 105
COCCSc1nnc(NC(=O)C2CC(=O)N(c3ccccc3)C2)s1 (configuration not stated) | 12 | -0.2 | 14 | 94 | 1.2 | -6 | 9 | -14 | 0.1 | 92
Cc1ccc(CNC(=O)C2CCCN(c3nc(C)cc(C)n3)C2)cc1 (configuration not stated) | 7 | 0.0 | -8 | 98 | 1.2 | -4 | -5 | 8 | 1.1 | 103
COCCCn1c(SCC(=O)Nc2ccc(C(=O)OC)cc2)nc2ccccc2c1=O | 14 | 0.3 | -3 | 94 | 0.51 | -4 | 0 | 3 | -0.1 | 100
COc1ccc(C(=O)NC(=O)N2CCCCC2)cc1 | 4 | 0.0 | 22 | 99 | 1.3 | -4 | -13 | -22 | -0.4 | 112
O=C(c1ccc(Cl)c([N+](=O)[O-])c1)N(Cc1ccc(Cl)cc1)C1CCS(=O)(=O)C1 (configuration not stated) | -5 | -0.1 | 1 | 105 | 1.1 | -7 | -3 | -1 | 0.8 | 102

Carrying on.
structure | STAT3 inh | Hsp70 activator | APP 5'UTR act | STAT3 act | NF-kB neuron act | FLuc inhib CS | STAT1 inh | APP transl inh | RAM network inh | STAT1 activator
CCOc1ccc(S(=O)(=O)n2cnc3cc(C)c(C)cc32)cc1 | 23 | -0.2 | -3 | 84 | 0.93 | -6 | 19 | 3 | 0.0 | 82
CCCn1c(NC(=O)c2cccc(S(=O)(=O)N3CCCC3)c2)nc2ccccc21 | 32 | 0.1 | -25 | 77 | 0.3 | -5 | 14 | 25 | 2.6 | 88
Cc1oc(C(=O)O)cc1COc1ccc2c3c(c(=O)oc2c1)CCC3 | 0 | -0.4 | -5 | 101 | 0.97 | 7 | 1 | 5 | 1.4 | 101
Cn1cccc1/C=C1\SC(=S)N(NC(=O)c2cccc(Cl)c2)C1=O | 1 | -0.2 | -11 | 97 | 1.1 | -3 | -3 | 11 | 4.9 | 103
CCc1cc(C(=O)Cc2ccc(F)cc2)c(O)cc1O | 8 | -0.6 | -14 | 90 | 1 | -5 | -5 | 14 | -2.1 | 105
CCC(C)NC(=O)C(Cc1ccccc1)n1cccc1 (configuration not stated) | -3 | -0.2 | -7 | 102 | 1.1 | -10 | 6 | 7 | 4.5 | 95
COC(=O)Nc1ccccc1C(=O)N1CCN(c2ccc(C)cc2)CC1 | 9 | -0.3 | -1 | 93 | 1.1 | -3 | -7 | 1 | -0.2 | 106
NC(=O)C(c1ccccc1)c1ncc(C(F)(F)F)cc1Cl (configuration not stated) | 4 | -0.3 | 9 | 102 | 1.2 | -8 | 0 | -8 | -0.1 | 100

Some of the entries so far, as labelled records.
Structure: CC1CCCCN1C(=O)CSc1nnc(-c2cccnc2)n1C1CCCCC1 (configuration not stated)
- STAT3 inh: 4
- Hsp70 activator: -0.2
- APP 5'UTR act: 8
- STAT3 act: 100
- NF-kB neuron act: 0.93
- FLuc inhib CS: -6
- STAT1 inh: 7
- APP transl inh: -8
- RAM network inh: 0.7
- STAT1 activator: 94

Structure: C/C(=N\NS(=O)(=O)c1cccc([N+](=O)[O-])c1)c1cc2ccccc2o1
- STAT3 inh: -5
- Hsp70 activator: -0.3
- APP 5'UTR act: 3
- STAT3 act: 111
- NF-kB neuron act: 1.1
- FLuc inhib CS: -8
- STAT1 inh: 0
- APP transl inh: -3
- RAM network inh: 0.4
- STAT1 activator: 100

Structure: O=C(/C=C/Nc1ccccc1C(F)(F)F)c1ccco1
- STAT3 inh: 39
- Hsp70 activator: -0.3
- APP 5'UTR act: 228*
- STAT3 act: 70
- NF-kB neuron act: 6.7*
- FLuc inhib CS: 89*
- STAT1 inh: 0
- APP transl inh: -228
- RAM network inh: -0.1
- STAT1 activator: 100

The results go on:
structure | STAT3 inh | Hsp70 activator | APP 5'UTR act | STAT3 act | NF-kB neuron act | FLuc inhib CS | STAT1 inh | APP transl inh | RAM network inh | STAT1 activator
Cc1ccc2nc(SC(C)C(=O)NC3CCCc4ccccc43)[nH]c2c1 (configuration not stated) | -4 | -0.2 | 0 | 102 | 0.96 | -6 | 5 | 0 | 1.3 | 96
CC(=O)c1ccc(N2Cc3ccccc3C3(CCOCC3)C2=N)cc1 | -1 | 0.1 | 23 | 103 | 1.4 | 6 | -17 | -23 | 1.7 | 117
Cc1cc(NC(=O)CN2C(=O)NC(CCc3ccccc3)C2=O)no1 (configuration not stated) | 20 | -0.4 | -1 | 91 | 1.1 | -6 | 8 | 1 | 1.4 | 91
CCCCCC(=O)Nc1nc2ccccc2[nH]1 | -3 | -0.4 | 68 | 105 | 2.7 | 16 | -32 | -68 | 0.1 | 129*
CCn1c(=O)c([N+](=O)[O-])c(NCCN(C)C)c2ccccc21 | 17 | 0.3 | 4 | 89 | 1.2 | -4 | 3 | -4 | 0.5 | 95
CCn1nc(CC(=O)Nc2nnc(CC(=O)N3CCCCC3)s2)c2ccccc2c1=O | -9 | -0.1 | -10 | 106 | 1 | -2 | 5 | 10 | 0.9 | 96

An excerpt from above, reduced to STAT1 inh:
compound | STAT1 inh
Cc1ccc2nc(SC(C)C(=O)NC3CCCc4ccccc43)[nH]c2c1 (configuration not stated) | 5
CC(=O)c1ccc(N2Cc3ccccc3C3(CCOCC3)C2=N)cc1 | -17
Cc1cc(NC(=O)CN2C(=O)NC(CCc3ccccc3)C2=O)no1 (configuration not stated) | 8
